USP7 block – inhibitors of human USP7 deubiquitinase; Q93009; purified USP7, Ub-rhodamine cleavage fluorescence; inhibition, % at 20 µM; 47,000 tested, 0.3% active; AID 1645854
USP8 inh – human USP8 deubiquitinase inhibition. P40818. purified USP8, Ub-rhodamine cleavage fluorescence, 30 min. inhibition, % at 20 µM. 47,000 tested, 4.2% active
OTUD3 block – inhibitors of human OTUD3 deubiquitinase; Q5T2D3; purified OTUD3, Ub-rhodamine fluorescence, 2 h; inhibition, % at 25 µM; 47,000 tested, 0.7% active; AID 1645858
Target sequence (Q5T2D3 whole entry, looked up): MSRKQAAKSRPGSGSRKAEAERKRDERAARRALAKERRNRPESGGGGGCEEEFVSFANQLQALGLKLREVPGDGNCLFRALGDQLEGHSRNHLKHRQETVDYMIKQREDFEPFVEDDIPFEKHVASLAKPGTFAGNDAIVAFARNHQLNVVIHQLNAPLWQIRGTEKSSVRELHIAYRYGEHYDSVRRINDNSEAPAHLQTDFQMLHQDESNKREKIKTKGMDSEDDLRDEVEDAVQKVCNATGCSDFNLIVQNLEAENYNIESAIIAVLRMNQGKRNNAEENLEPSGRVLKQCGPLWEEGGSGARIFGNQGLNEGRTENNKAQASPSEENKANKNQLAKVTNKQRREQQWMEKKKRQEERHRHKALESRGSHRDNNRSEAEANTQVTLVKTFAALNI
USP10 inh – human USP10 deubiquitinase inhibition; purified USP10, Ub-rhodamine fluorescence, 60 min; inhibition, % at 20 µM; 47,000 tested, 1.1% active; AID 1645856
UCHL1 block – human UCHL1 deubiquitinase inhibition. P09936. purified UCHL1, Ub-rhodamine cleavage fluorescence. inhibition, % at 20 µM. 47,000 tested, 0.2% active
USP28 block – blocks human USP28 ubiquitin-rhodamine cleavage | Q96RU2 | purified USP28, Ub-rhodamine cleavage fluorescence, 30 min | inhibition, % at 25 µM | 47,000 tested, 3% active | AID 1645857
USP30 block – inhibitors of human USP30 deubiquitinase; Q70CQ3; purified USP30, Ub-rhodamine cleavage fluorescence; inhibition, % at 25 µM; 47,000 tested, 5.3% active; AID 1645860
USP17 inh – human USP17-like deubiquitinase inhibition; A8MUK1; purified USP17, Ub-rhodamine cleavage fluorescence, 3 h; inhibition, % at 50 µM; 47,000 tested, 6.5% active; AID 1645855
Target sequence (A8MUK1 whole entry, looked up): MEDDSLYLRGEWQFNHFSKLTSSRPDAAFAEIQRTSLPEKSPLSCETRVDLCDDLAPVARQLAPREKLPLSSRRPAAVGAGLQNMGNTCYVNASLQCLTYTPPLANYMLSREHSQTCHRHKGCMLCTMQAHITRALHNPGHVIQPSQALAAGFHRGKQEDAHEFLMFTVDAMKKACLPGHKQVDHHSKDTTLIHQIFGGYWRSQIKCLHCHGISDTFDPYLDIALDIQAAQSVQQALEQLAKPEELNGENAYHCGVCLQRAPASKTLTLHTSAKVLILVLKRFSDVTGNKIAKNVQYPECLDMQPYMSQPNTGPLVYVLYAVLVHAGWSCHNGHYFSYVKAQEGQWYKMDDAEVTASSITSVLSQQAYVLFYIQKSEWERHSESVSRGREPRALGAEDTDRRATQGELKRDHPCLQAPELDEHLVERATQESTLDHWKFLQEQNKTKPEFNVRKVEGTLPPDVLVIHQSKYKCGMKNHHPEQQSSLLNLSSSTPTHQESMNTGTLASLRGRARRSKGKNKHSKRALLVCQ
* hit, by the source's call; i = inactive; x = not tested or not shown. No stated cut-off is given here; in the data, active means inhibition above about 30%; inactive means the rest.

SMILES	USP7 block	USP8 inh	OTUD3 block	USP10 inh	UCHL1 block	USP28 block	USP30 block	USP17 inh
Cc1ccc(S(=O)(=O)N2CCOCC2)cc1C(=O)OC(C)C(=O)NC1CCCC1 (stereo not drawn)	2	17	12	0	1	5	2	9
COc1nccc(N2CCC(CC(=O)NCC3CC3)CC2)n1	5	0	7	0	-1	-4	1	-3
O=C(c1ccc[nH]1)N1CCC2(CC1)COc1ccccc1S(=O)(=O)N(CC1CC1)C2	0	-11	-12	2	-1	-11	2	-2
O=[N+]([O-])c1ccc(NCC2COc3ccccc3O2)c(Cl)c1 (stereo not drawn)	-13	-3	11	8	8	72*	26	7
COc1cccc(CC(=O)Nc2ccc(OC)c(S(=O)(=O)N3CCOCC3)c2)c1	-1	0	0	2	-2	5	0	1
COc1ccc(-n2c(=O)c(C#N)cc3c(=O)n4ccccc4nc32)cc1	-13	-76	-120	-13	-18	-154	i	-168
CC1CCN(C(=O)C2CCN(c3nnc(N4CCCCC4=O)s3)CC2)CC1	4	-2	8	-3	1	8	21	6
O=C(CSc1nnc(-c2ccncc2)n1Cc1ccccc1)NC(=O)c1ccccc1	-8	15	-13	-3	-6	-14	-33	-5
Cc1ccccc1CNC(=O)C1CCCN(S(=O)(=O)N2CCCCC2)C1 (stereo not drawn)	-3	3	11	-3	0	7	9	1
COC1C(C)OC(OC(C)C(O)/C=C/C=C/C=C/C(=O)C(C)C(O)C(C)C2C/C=C/C=C/C=C/C(O)C(=O)/C(C)=C/C=C/C(C)=CC(O)/C(C)=C/CC(=O)O2)C(OC)C1O (stereo not drawn)	0	-27	7	-9	-2	7	-3	-6
Cc1cc(-c2cncnc2-c2ccc(CNC(=O)Cc3ccc(F)cc3)cc2)on1	-12	2	13	3	-5	0	1	14
Cc1nc(C2CCCN2C(=O)c2ccccn2)nc2c1CCC(=O)N2Cc1cccc(F)c1 (stereo not drawn)	2	11	7	-2	0	10	9	6

Shown with each value named: four of the compounds above.
> COC1C(C)OC(OC(C)C(O)/C=C/C=C/C=C/C(=O)C(C)C(O)C(C)C2C/C=C/C=C/C=C/C(O)C(=O)/C(C)=C/C=C/C(C)=CC(O)/C(C)=C/CC(=O)O2)C(OC)C1O (stereo not drawn)
  USP7 block = 0 | USP8 inh = -27 | OTUD3 block = 7 | USP10 inh = -9 | UCHL1 block = -2 | USP28 block = 7 | USP30 block = -3 | USP17 inh = -6
> Cc1cc(-c2cncnc2-c2ccc(CNC(=O)Cc3ccc(F)cc3)cc2)on1
  USP7 block = -12 | USP8 inh = 2 | OTUD3 block = 13 | USP10 inh = 3 | UCHL1 block = -5 | USP28 block = 0 | USP30 block = 1 | USP17 inh = 14
> COc1cccc(CC(=O)Nc2ccc(OC)c(S(=O)(=O)N3CCOCC3)c2)c1
  USP7 block = -1 | USP8 inh = 0 | OTUD3 block = 0 | USP10 inh = 2 | UCHL1 block = -2 | USP28 block = 5 | USP30 block = 0 | USP17 inh = 1
> Cc1nc(C2CCCN2C(=O)c2ccccn2)nc2c1CCC(=O)N2Cc1cccc(F)c1 (stereo not drawn)
  USP7 block = 2 | USP8 inh = 11 | OTUD3 block = 7 | USP10 inh = -2 | UCHL1 block = 0 | USP28 block = 10 | USP30 block = 9 | USP17 inh = 6

Remaining list, next part.
SMILES	USP7 block	USP8 inh	OTUD3 block	USP10 inh	UCHL1 block	USP28 block	USP30 block	USP17 inh
CC1CSc2ccc(S(=O)(=O)Nc3cccc(Cl)c3)cc2NC1=O (stereo not drawn)	4	12	6	9	4	9	4	9
CC1[C@@H]2[C@@H](COc3cccnc3)C[C@H](CN1C(=O)c1ccccn1)N2C (stereo partly drawn)	5	12	16	2	1	15	-31	15
O=C(CCC(=O)c1ccc(F)cc1)Nc1cccc(S(=O)(=O)Nc2cccc(Cl)c2)c1	-9	-20	5	32*	6	-68	-2	-3
CC(=O)O[C@H]1CC[C@@]2(C)C(CC[C@]3(C)C2CCC2[C@@]4(C)CC[C@H](C(C)(C)O)C4C[C@H](O)[C@]23C)C1(C)C (stereo partly drawn)	5	11	-4	11	-3	-3	-3	0
Fc1ccc2[nH]c3c(N4CCCC4)ncnc3c2c1	2	14	0	5	1	-1	6	-9
CC1CCCN(S(=O)(=O)c2cc3ccccc3oc2=O)C1 (stereo not drawn)	x	-1	3	2	2	1	20	28
Cc1ccc(C)n1-c1ccsc1-c1cc(N)n[nH]1	0	-9	1	-5	-1	-9	-29	17
Cn1c(N)c(C(=O)Cn2nnc(-c3ccccc3Cl)n2)c(=O)n(C)c1=O	2	-5	-9	-1	-5	-20	-5	-7
O=C(O)c1ccccc1-c1ccccc1C(=O)Nc1ccccc1O	x	1	-1	-1	2	x	x	5
Cc1ccc(Cn2c(C(=O)O)c(CNC(C)CCc3ccccc3)c3ccccc32)cc1 (stereo not drawn)	-82	-16	2	12	2	32*	36*	-2
Clc1cccc(-c2nc(-c3ccncc3)no2)c1	-12	-1	-6	0	0	-1	6	x
Cc1nc(CNC(=O)[C@H]2CCCN2C(=O)c2cccc(F)c2)cs1	-6	-13	-1	-2	-4	x	x	6
O=C(NCCCS(=O)(=O)N1CCN(c2ccccc2)CC1)c1ccc(F)cc1	4	-6	-6	7	-4	-5	3	-4
O=C(O)c1cc2c(o1)CCC/C2=N\O	2	4	6	1	0	1	15	3
COc1ccc(-c2noc(C3CCCN3C(=O)c3ccccc3)n2)cc1OC (stereo not drawn)	-1	6	0	2	0	-2	-1	-4
CC(C)Cc1cc(C(=O)NC(C)CCc2ccc(F)cc2)nc(=O)[nH]1 (stereo not drawn)	0	7	20	3	2	14	0	12
CCOC(=O)c1cccc(NC(=O)c2c(N3CCCC3=O)c3cc(F)ccc3n2C)c1	4	7	8	4	5	14	5	0
Cc1ccc2cc(-c3noc(C)n3)c(NC(C)c3ccccn3)nc2c1 (stereo not drawn)	1	4	-14	3	3	-6	-17	-12
CC1C(=O)N2CCCc3cc(S(=O)(=O)Nc4ccccc4)cc1c32 (stereo not drawn)	0	-38	-11	6	0	-4	-1	-4
O=c1[nH]c2cc(Br)cnc2[nH]1	-12	-5	-41	-3	-7	-45	-177	-4
O=C(NC1CCCCC1)C1(Cc2ccc(-c3ccncc3)cc2)CCOCC1	1	0	3	3	1	7	19	6
CC1=C(c2ccc(C)cc2)S(=O)(=O)N=C1N1CCN(c2cc(C)ccc2C)CC1	4	10	13	0	0	3	13	6
O=C(NC(Cc1ccccc1)C(=O)N1CCN(c2ccccn2)CC1)c1ccco1 (stereo not drawn)	3	6	1	0	2	0	0	1
O=C(/C=C/c1ccccc1)N1C[C@@H]2OCC(=O)N(C3CCOCC3)[C@H]2C1	2	1	-1	3	2	0	0	5
O=C(CN1CCN(CCCc2c[nH]c3ccc(F)cc23)CC1)Nc1ccccc1	-4	-12	-4	-2	-3	-12	-24	-23
Cc1nc2sc3c(SCC(=O)NC(c4ccccc4)c4ccccc4)ncnc3c2c2c1COC(C)(C)C2	2	-1	-5	0	-1	0	7	-7
Cc1oc(-c2ccc(Cl)cc2)nc1Cn1c(=O)n(C(C)C)c(=O)c2ccccc21	-3	-13	0	0	-6	-4	5	0
Cc1ccc(CN2CCCn3nc(C(=O)NCCc4ccco4)cc3C2=O)cc1	-17	4	17	0	2	18	18	16
O=C(Nc1ccc2[nH]ccc2c1)C1CCCN(S(=O)(=O)c2ccccc2)C1 (stereo not drawn)	3	29	11	6	4	12	11	25
Cc1ccc(CC(=O)Nc2cc(-c3ccccn3)no2)cc1	1	-8	0	5	-1	2	3	-7
CC(NC(=O)CN1CCc2cc(S(N)(=O)=O)ccc21)c1ccccc1Cl (stereo not drawn)	0	-15	-4	-1	-3	-6	-8	-13
O=C(c1ccncc1)N1CCN(CC2CC=CCC2)CC1 (stereo not drawn)	5	13	0	2	1	-1	8	3
O=C(/C=C/c1cccc([N+](=O)[O-])c1)Nc1nc2n(n1)C(c1ccccc1)CC(=O)N2 (stereo not drawn)	10	-50	22	25	5	29	38*	19
O=C(NC1CCCCC1)c1cccc(S(=O)(=O)N2CC(c3ccccc3)CC2=O)c1 (stereo not drawn)	-26	14	23	2	6	29	31*	15
C=C[C@@](C)(O)CC[C@@H]1[C@@]2(C)CCCC(C)(C)[C@@H]2CC[C@@]1(C)O	-8	8	-7	1	3	-7	-20	0
Cc1ncc(CN2CCC3(CC2)Nc2ccccc2C2=NCCN23)n1C	-1	-22	-6	-5	-3	-19	-31	-16

Entries above with a thiophene ring, fused or not:
SMILES	USP7 block	USP8 inh	OTUD3 block	USP10 inh	UCHL1 block	USP28 block	USP30 block	USP17 inh
Cc1ccc(C)n1-c1ccsc1-c1cc(N)n[nH]1	0	-9	1	-5	-1	-9	-29	17
Cc1nc2sc3c(SCC(=O)NC(c4ccccc4)c4ccccc4)ncnc3c2c2c1COC(C)(C)C2	2	-1	-5	0	-1	0	7	-7

The list continues.
SMILES	USP7 block	USP8 inh	OTUD3 block	USP10 inh	UCHL1 block	USP28 block	USP30 block	USP17 inh
O=C(NCC1CC1)c1cn(-c2nc(CN3CCOCC3)c3ccccn23)cn1	-17	-133	-48	-6	-19	-77	-236	-55
CC1CCCCN1CC(=O)N1CCc2cc(S(N)(=O)=O)ccc21 (stereo not drawn)	-8	-15	-16	-5	-7	-35	-103	-22
COc1cccc(CCC(=O)N2CCN(c3ccc(CN4CCC(N(C)C)CC4)cn3)CC2)c1	-6	-37	-25	-1	-8	-41	-86	x
O=C(Cn1c(=O)[nH]c2c(-c3ccccc3F)c[nH]c2c1=O)NC1CCCCC1	13	34*	0	17	-2	0	7	12
COc1cccc(N2CCN(Cc3nnc(-c4ccc(F)cc4)o3)CC2)c1	-9	-80	-103	-5	-7	-140	-412	-112
Cc1ccc(-c2c(C(=O)Nc3ccc(S(N)(=O)=O)cc3)oc(=O)c3ccccc23)cc1	-5	24	-9	6	-1	-5	23	57*
COc1cccc(-c2ocnc2C(=O)NCc2ccc(OC)c(OC)c2)c1	0	-27	-13	-6	-1	-5	-25	-11
CCCNC(=O)c1ccc2c(c1)NC(=O)C1CCC(=O)N21 (stereo not drawn)	8	22	12	0	2	11	2	20
O=C(Cc1cccnc1)N[C@H]1C[C@H]2CN(Cc3ccccc3)Cc3ccccc3CN2C1	-2	-4	-35	-1	-1	-37	-230	-23
O=C(COc1c(CO)cc(Br)cc1CO)NC1CCCc2ccccc21 (stereo not drawn)	-25	9	9	-2	0	11	11	11
Nc1c(-c2ccncc2)nsc1C(=O)N1CCN(c2ccccc2)CC1	-7	-2	-2	2	-2	-3	1	-16
CN(C)CCOC(=O)CC1(Cc2ccccc2)C(=O)CC(C)(C)CC1=O	-2	-20	-14	1	-3	-16	-14	-22
Cc1nn(-c2cccc(Cl)c2)c(Cl)c1/C=C/C(=O)c1ccc(N2CCOCC2)cc1	1	-64	-4	-9	-3	0	-8	-2
Cc1ccc2nc3c(cc2c1)CN(Cc1ccccc1F)C(=O)O3	5	24	-3	2	-1	-10	-2	3

Exported field by field: 4 of the compounds above.
Cc1ccc2nc3c(cc2c1)CN(Cc1ccccc1F)C(=O)O3
  USP7 block: 5	USP8 inh: 24	OTUD3 block: -3	USP10 inh: 2	UCHL1 block: -1	USP28 block: -10	USP30 block: -2	USP17 inh: 3
O=C(NCC1CC1)c1cn(-c2nc(CN3CCOCC3)c3ccccn23)cn1
  USP7 block: -17	USP8 inh: -133	OTUD3 block: -48	USP10 inh: -6	UCHL1 block: -19	USP28 block: -77	USP30 block: -236	USP17 inh: -55
CCCNC(=O)c1ccc2c(c1)NC(=O)C1CCC(=O)N21 (stereo not drawn)
  USP7 block: 8	USP8 inh: 22	OTUD3 block: 12	USP10 inh: 0	UCHL1 block: 2	USP28 block: 11	USP30 block: 2	USP17 inh: 20
O=C(Cn1c(=O)[nH]c2c(-c3ccccc3F)c[nH]c2c1=O)NC1CCCCC1
  USP7 block: 13	USP8 inh: 34*	OTUD3 block: 0	USP10 inh: 17	UCHL1 block: -2	USP28 block: 0	USP30 block: 7	USP17 inh: 12

From PubChem BioAssay

Hits appear at their usual frequency, and some 14% of all compounds hit somewhere here.
